HTR5A inv ag = HTR5A inverse agonists in luminescence cell assay, primary screen, counter-screen for OPRM1-OPRD1 heterodimer inverse agonist project, full-deck HTS | inhibition, % at 9.3 µM | HTR5A cell line, inverse agonism | AID 504634, 2011 | 5-hydroxytryptamine receptor 5A (Homo sapiens), P47898 | actives 0.083% (n = 340,000); in the data active = inhibition mostly above about 23%, no sharp cut-off; inactive = mostly below about 18%;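 note: 0% = cells with DMSO and 100% = no-cell wells with DMSO; some compounds called inactive have numbers as strong as hits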
Target sequence (P47898 whole entry, looked up): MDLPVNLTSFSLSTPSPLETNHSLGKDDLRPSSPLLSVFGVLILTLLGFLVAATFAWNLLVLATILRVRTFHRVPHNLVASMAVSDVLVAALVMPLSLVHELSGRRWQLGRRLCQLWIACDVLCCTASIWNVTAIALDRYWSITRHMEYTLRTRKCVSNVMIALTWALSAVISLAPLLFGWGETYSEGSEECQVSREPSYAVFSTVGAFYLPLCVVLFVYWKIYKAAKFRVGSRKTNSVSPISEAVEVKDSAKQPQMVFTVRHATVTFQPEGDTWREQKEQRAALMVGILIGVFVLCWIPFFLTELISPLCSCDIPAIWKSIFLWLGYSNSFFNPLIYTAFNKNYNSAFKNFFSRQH
V-ATPase pHluor = regulators of yeast V-ATPase proton pumping, primary screen, pHLuorin cytosolic pH fluorescence; S. cerevisiae; response, % at 10 µM; actives 0.37% (n = 350,000); in the data active = response mostly above about 7.3%, no sharp cut-off; inactive = mostly below about 5.4%; note: actives read high; inactives centre near 0; some compounds called inactive have numbers as strong as hits; reference of the scale not given here
OPRM1-OPRD1 ag = agonists of OPRM1-OPRD1 heterodimerization, primary screen, cell-based, luminescence; Mu-type opioid receptor (Homo sapiens) + Delta-type opioid receptor (Homo sapiens), …; cells; activation, % at 9.3 µM; actives 0.3% (n = 340,000); in the data active = activation above about 18%;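 note: 0% = vehicle-treated cells and 100% = reference agonist; values of inactives mirror those of a sister screen read the other way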
HTR5A ag ctr = HTR5A agonists in luminescence cell assay, primary screen, counter-screen for OPRM1-OPRD1 heterodimer agonist project, full-deck HTS; cell-based; actives 0.61% (n = 340,000); 5-hydroxytryptamine receptor 5A (Homo sapiens), P47898; activation, % at 9.3 µM; AID 504692, 2011; in the data active = activation mostly above about 9.5%, no sharp cut-off; inactive = mostly below about 7.6%;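 note: 0% = cells with vehicle only and 100% = reference agonist; strong numbers were not always called active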
CAL-PDZ inh HTS = untagged CAL PDZ binding inhibitors, primary screen, biochemical, fluorescence polarization, HTS; inhibition, % at 24.9 µM; actives 0.92% (n = 300,000); AID 602252, 2012; Golgi-associated PDZ and coiled-coil motif-containing protein (Homo sapiens), Q9HD26; purified CAL PDZ, TMR-peptide fluorescence polarization, 1 h;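 active = mean inhibition of at least 30% with at least half of replicates also reaching 30%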;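 note: 0% = DMSO neutral control and 100% = excess unlabeled competitor peptide PRC23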
LANA DNA inh = inhibitors of KSHV C-LANA binding to DNA, primary screen, biochemical, fluorescence polarization, FAM-LBS DNA, MBP-C-LANA, single point; Kaposi's sarcoma herpesvirus LANA C-terminal domain (residues 932-1162) DNA binding; inhibition, % at 9 µM; actives 0.078% (n = 340,000); AID 504423, 2011;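 active = highest replicate inhibition at or above 60% at 9 µM, even if other replicates fall short; inactive = all replicates below 60% inhibition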;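 note: 0% = neutral control wells and 100% = 4 µM acridine orange control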
RTF Ca sens act = cardiac RTF calcium sensitivity activators, primary screen, biochemical, IANBD-TnC fluorescence, EC20 calcium. Troponin I, cardiac muscle (Homo sapiens) + Troponin T, cardiac muscle (Homo sapiens) + …. IANBD-labeled TnC RTF fluorescence at EC20 calcium; 0% EC20 calcium, 100% full calcium. activation, % at 7.2 µM. actives 0.24% (n = 340,000). AID 493008, 2010;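 active = activation above the mean over all tested compounds plus 3 SD, cut at about 30% in these data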;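 note: rise in fluorescence read as greater calcium sensitivity of cardiac thin filaments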
Keap1 Nrf2 FP = Keap1-Nrf2 protein-protein interaction inhibitors, primary screen, biochemical, fluorescence polarization, single point; actives 0.15% (n = 340,000); Keap1 Kelch-Nrf2 peptide fluorescence polarization, 1536-well; Kelch-like ECH-associated protein 1 (Homo sapiens), Q14145; inhibition, % at 9.4 µM; AID 504523, 2011; in the data active = inhibition above about 12%;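 note: human Keap1 Kelch domain with fluorescein labeled Nrf2 9mer peptide probe; 0% = neutral control wells and 100% = peptide positive control; higher means more block of Keap1 binding to Nrf2 peptide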
Target sequence (Q14145 whole entry, looked up, the tested form may be a part): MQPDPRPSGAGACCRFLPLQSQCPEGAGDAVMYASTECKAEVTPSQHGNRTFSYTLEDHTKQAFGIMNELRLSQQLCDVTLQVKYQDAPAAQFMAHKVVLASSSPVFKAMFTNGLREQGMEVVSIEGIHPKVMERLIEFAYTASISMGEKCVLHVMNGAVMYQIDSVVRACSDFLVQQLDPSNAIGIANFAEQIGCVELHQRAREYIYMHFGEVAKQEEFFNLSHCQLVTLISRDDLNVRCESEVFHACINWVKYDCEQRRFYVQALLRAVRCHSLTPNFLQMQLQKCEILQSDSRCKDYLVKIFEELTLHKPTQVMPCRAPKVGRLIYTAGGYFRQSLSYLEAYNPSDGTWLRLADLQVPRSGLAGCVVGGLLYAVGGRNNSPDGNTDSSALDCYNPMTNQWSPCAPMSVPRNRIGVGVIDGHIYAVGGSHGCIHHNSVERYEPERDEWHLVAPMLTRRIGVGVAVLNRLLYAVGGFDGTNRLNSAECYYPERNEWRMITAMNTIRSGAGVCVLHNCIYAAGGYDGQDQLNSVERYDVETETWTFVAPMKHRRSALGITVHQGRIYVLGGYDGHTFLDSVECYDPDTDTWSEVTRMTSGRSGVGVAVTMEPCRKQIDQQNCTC
RTF Ca sens inh = cardiac RTF calcium sensitivity inhibitors, primary screen, biochemical, IANBD-TnC fluorescence, EC70 calcium; Troponin I, cardiac muscle (Homo sapiens) + Troponin T, cardiac muscle (Homo sapiens) + …; IANBD-labeled cardiac RTF, Ca2+ fluorescence; inhibition, % at 7.15 µM; actives 0.12% (n = 340,000);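 active = inhibition above the mean inhibition of all tested compounds plus 3 SD, cut at about 17% in these data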;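 note: assay run at fixed EC70 calcium of 1.6 mM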
OPRM1-OPRD1 inv = inverse agonists of MOR-DOR heterodimerization, primary screen, cell-based, luminescence. Mu-type opioid receptor (Homo sapiens) + Delta-type opioid receptor (Homo sapiens), …. cell-based MOR-DOR heterodimer luminescence, inverse agonism. inhibition, % at 9.3 µM. actives 0.21% (n = 340,000); in the data active = inhibition above about 22%, passing the limit was not always enough;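 note: 0% = cells with DMSO and 100% = wells without cells with DMSO; values of inactives mirror those of a sister screen read the other way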
Numbers without * were called inactive; i = inactive; . = no result given.

Results follow in this order: HTR5A inv ag	V-ATPase pHluor	OPRM1-OPRD1 ag	HTR5A ag ctr	CAL-PDZ inh HTS	LANA DNA inh	RTF Ca sens act	Keap1 Nrf2 FP	RTF Ca sens inh	OPRM1-OPRD1 inv
- O=c1[nH]c(-c2ccccc2O)nc2c1CCCC2
  -24.0	1.5	-1.6	9.9	-10.9	-2.5	3.1	-1.7	-2.9	7.9
- O=C(O)c1cc2ccccc2[nH]1
  8.9	8.1	-2.1	12.1	-5.1	0.5	-1.2	-3.9	-0.6	10.7
- COCCn1cc(C(=O)NCc2ccco2)c2c3ccccc3n(C)c2c1=O
  -0.8	4.4	-2.5	0.2	-1.9	1.5	-2.9	-0.9	9.3	13.3
- Cc1ccc(CN(C)S(=O)(=O)c2c(C)noc2/C=C/N(C)C)cc1
  -1.2	0.6	-0.1	5.2	-2.7	-1.6	3.0	-4.2	-8.7	0.4
- COc1ccc(/C=N/NC(=O)c2cccnc2)cc1CSc1nc2ccccc2s1
  12.8	-6.2	-2.9	1.1	-3.6	-0.7	-11.4	0.0	-2.2	14.8
- COc1ccccc1C(=O)N/C(=C/c1ccc(Br)cc1)C(=O)N1CCCC1
  11.4	-0.8	-1.6	-4.4	-6.5	1.0	0.4	-2.0	-6.5	9.1
- CCOC(=O)Cc1csc(NC(=O)/C=C/c2ccc(OC)cc2)n1
  17.7	0.8	0.1	-6.4	32.4*	-0.7	3.7	-6.4	-9.7	-0.6
- C/C(=N\NC(=S)Nc1ccccc1C)c1cc2ccccc2o1
  5.4	-2.1	2.5	-1.9	-7.2	1.1	-3.2	-1.1	1.4	-13.9
- Nc1ccc(S(=O)(=O)Nc2nccc(/C=C/c3ccc(Cl)cc3)n2)cc1
  -7.3	-1.8	0.6	3.0	2.3	0.8	2.5	2.0	-4.3	-3.1
- COCCn1c(SCc2ccc(C(=O)OC)o2)nnc1-c1c[nH]c2ccccc12
  -3.8	4.2	-1.4	1.0	12.4	-1.7	4.7	2.1	-8.2	8.3
- COc1ccccc1-c1coc2c(CN3CCOCC3)c(O)ccc2c1=O
  9.9	-0.4	-2.4	0.8	-2.8	-2.2	0.9	-5.8	-5.2	13.2
- CCC1CCCCN1CCCNC(=O)C1CCN(c2ncnc3c2nc2n3CCCCC2)CC1 (configuration not stated)
  -11.9	-0.9	-1.2	3.0	-2.9	0.1	-1.1	-4.1	1.9	6.6
- O=C1C(Cl)=C(N2CCCCCC2)C(=O)N1c1ccccc1
  -18.4	-0.2	-0.6	6.8	-3.6	-0.2	-3.7	0.6	7.7	3.4
- O=C(Nc1ccc2c(c1)OCO2)c1cnc2n(c1=O)CCS2
  -30.9	-2.3	-3.4	-3.0	-0.5	-1.1	1.9	2.3	-2.5	18.1
- COC(=O)c1cccc(NC(=O)CCSc2ccc(Cl)cc2)c1C
  -4.0	1.4	-3.0	1.6	-0.6	0.1	-3.6	-0.6	-18.5	14.8
- N#Cc1c(NC(=O)CSc2nc3ccccc3c(=O)n2Cc2ccco2)sc2c1CCCC2
  0.7	-3.9	-2.8	2.7	-0.9	3.0	2.4	-3.6	3.9	14.3
- COc1ccc(C(=O)N/N=C(\C)Cn2cnc([N+](=O)[O-])n2)cc1
  11.1	-2.7	0.5	-2.1	-4.3	-1.5	2.5	-0.1	-6.3	-3.3
- Cc1nn(CC(=O)NCc2ccccc2)c(=O)c2ccccc12
  -14.9	3.2	-0.8	-0.5	-1.1	0.1	-0.5	-1.5	-5.7	3.8
- COc1ccc(NC(=O)COC(=O)CNC(=O)COc2ccccc2)cc1OC
  6.7	-1.5	2.0	2.9	-4.1	-0.6	0.4	-6.4	0.6	-13.2
- COc1ccc(OC(=O)N2CCOCC2)cc1
  10.4	-0.8	-0.7	-2.8	-10.9	0.0	-4.0	2.1	-2.7	3.4
- CCOP(=O)(OCC)c1nc(-c2cccc3ccccc23)oc1NCc1ccccc1
  -23.2	-0.4	0.9	-2.9	-5.2	1.6	7.1	-6.1	0.6	-5.0
- CCOc1ccc(N2C(=O)CC(N(Cc3ccco3)C(=O)CCC(=O)O)C2=O)cc1 (configuration not stated)
  2.8	3.5	-1.3	4.2	.	-0.2	1.6	3.4	-1.5	6.7
- CCn1nc(C)cc1C(=O)N1CCCC(C(=O)c2ccc(Oc3ccccc3)cc2)C1 (configuration not stated)
  -10.2	1.0	1.9	4.2	-4.3	1.8	0.8	-2.3	-4.9	-9.8
- COC(=O)c1ccc(C(=O)OC)c(NC(=O)C2CC2)c1
  -9.4	0.8	1.5	-0.8	0.4	-2.2	2.8	1.9	14.0	-7.8
- Cc1[nH]c(=O)[nH]c(=O)c1S(=O)(=O)N1CCN(c2cccc(Cl)c2)CC1
  -8.4	2.5	-1.8	-2.6	.	-0.2	2.7	-1.9	-5.6	8.1
- COc1ccc(Cl)cc1S(=O)(=O)NCc1ccncc1
  -6.4	0.2	-2.6	2.6	-4.9	-1.9	-0.7	-3.5	0.3	14.1
- CCOC(=O)c1cc(NC(=O)Nc2ccccn2)c(C)nc1C
  -6.0	-8.7	-2.3	2.3	0.6	-0.4	-8.0	0.4	8.7	11.9
- CCCS(=O)(=O)N1CCCC(C(=O)N2CCOCC2)C1 (configuration not stated)
  -6.3	-2.8	-1.3	-1.9	0.8	-0.2	-1.0	-4.6	-3.0	7.5
- CCCCc1cc(=O)oc2cc(OCC(=O)N3CCOCC3)ccc12
  -1.3	-7.2	-1.8	0.6	-0.8	0.0	1.3	-4.4	-7.7	10.0
- Cc1ccc(NC(=O)CSc2nnc(C)c(=O)n2N)cc1Cl
  4.4	-2.5	-3.9	3.0	-4.4	-1.6	-2.0	0.4	-5.6	20.8

Results follow in this order: HTR5A inv ag	V-ATPase pHluor	OPRM1-OPRD1 ag	HTR5A ag ctr	CAL-PDZ inh HTS	LANA DNA inh	RTF Ca sens act	Keap1 Nrf2 FP	RTF Ca sens inh	OPRM1-OPRD1 inv
- OCC1(CCc2ccccc2)CCN(Cc2cccn2-c2cccnc2)CC1
  3.0	-2.8	143.5*	-12.1	1.3	-0.7	1.2	-6.0	-1.2	i
- CCC(C)(C(=O)NC1CCCC1)N(C(=O)CNC(C)=O)c1ccccc1 (configuration not stated)
  1.9	1.7	-2.0	-0.5	.	1.3	4.6	-1.6	2.0	11.0
- CCN(CC)C(=O)C(C)OC(=O)COc1ccc(Cl)cc1C (configuration not stated)
  0.7	3.2	-2.4	-0.3	-7.4	0.4	13.5	-8.8	-8.3	12.8
- Cc1ccccc1NC(=O)COC(=O)C1CC2CCCC(C1)C2=O (configuration not stated)
  -4.7	0.8	-2.9	1.9	-5.6	0.1	-0.5	4.5	-8.9	11.7
- Cc1ccc(Nc2nc(-c3sc(NC(=O)c4ccco4)nc3C)cs2)cc1
  -12.0	1.1	-1.0	-4.7	-5.2	0.9	6.0	1.5	2.4	5.6
- FC(F)Oc1ccc(NC(=S)NC23CC4CC(CC(C4)C2)C3)cc1
  -3.1	0.5	4.9	1.3	-4.1	-0.3	4.0	-2.9	-7.5	-27.2
- COc1ccc2c(c1)sc(N)[n+]2Cc1cc(C)cc2cccnc12
  5.8	5.1	3.4	-2.5	-1.5	-0.2	0.0	-4.0	-1.4	-18.4
- Cc1ccc(NC(=O)c2cc(S(=O)(=O)NCCc3ccccc3)ccc2F)cc1Cl
  -12.3	-1.3	1.7	4.7	-0.8	-0.9	5.8	-1.9	-2.1	-8.7
- COC(=O)c1cc2sccc2n1Cc1nc(-c2cccc(Cl)c2)oc1C
  3.8	-0.3	0.2	-1.5	.	-1.3	11.2	-3.5	4.6	-1.1
- COCCNC(=S)NC1CC2CCCC(C1)N2Cc1ccco1 (configuration not stated)
  11.8	0.7	1.2	-5.1	-1.2	0.0	6.7	0.7	6.0	-7.2
- COc1cc(S(=O)(=O)N2CCC(N3CCCCC3)CC2)ccc1-n1cnnn1
  11.8	4.3	-3.0	-4.7	-1.8	0.0	7.1	-3.0	-9.6	17.0
- CCS(=O)(=O)N1CCN(c2ccc([N+](=O)[O-])c(NCC3CCCO3)c2)CC1 (configuration not stated)
  12.2	-1.2	-3.8	-4.2	-1.3	0.0	-7.0	1.4	7.9	19.4
- CCN1/C(=C2\C(=O)N(C)C(=S)N2C)C=Cc2cc(C)ccc21
  -12.6	-3.4	-3.2	3.1	-2.2	7.0	-2.4	5.5	-6.4	16.9
- C=CCn1c(NCCO)nc2sc3c(c2c1=O)CCC3
  -4.8	-2.4	-2.8	1.9	.	0.3	-2.4	3.8	-9.8	15.4
- COCCN=C1Sc2nc3c(C)cccc3cc2CN1Cc1ccco1
  -17.3	3.0	0.6	-4.2	1.2	-1.2	-3.0	-5.6	9.7	-3.0
- CC(C)C(=O)N1CCN(c2ccc(NC(=O)c3ccc([N+](=O)[O-])o3)cc2Cl)CC1
  26.8	-1.9	7.4	-1.4	2.2	0.1	-5.4	-2.2	10.2	-35.8
- Cc1ccc(C(=O)Nc2cccc(C(=O)N/N=C/c3ccc(F)cc3)c2)cc1
  -5.0	1.3	-2.4	0.8	75.4*	-0.8	3.4	3.3	-23.6	12.7

Pulled one by one from the list above:
Results follow in this order: HTR5A inv ag	V-ATPase pHluor	OPRM1-OPRD1 ag	HTR5A ag ctr	CAL-PDZ inh HTS	LANA DNA inh	RTF Ca sens act	Keap1 Nrf2 FP	RTF Ca sens inh	OPRM1-OPRD1 inv
- COC(=O)c1cc2sccc2n1Cc1nc(-c2cccc(Cl)c2)oc1C
  3.8	-0.3	0.2	-1.5	.	-1.3	11.2	-3.5	4.6	-1.1
- COCCN=C1Sc2nc3c(C)cccc3cc2CN1Cc1ccco1
  -17.3	3.0	0.6	-4.2	1.2	-1.2	-3.0	-5.6	9.7	-3.0
- CC(C)C(=O)N1CCN(c2ccc(NC(=O)c3ccc([N+](=O)[O-])o3)cc2Cl)CC1
  26.8	-1.9	7.4	-1.4	2.2	0.1	-5.4	-2.2	10.2	-35.8
- C=CCn1c(NCCO)nc2sc3c(c2c1=O)CCC3
  -4.8	-2.4	-2.8	1.9	.	0.3	-2.4	3.8	-9.8	15.4
- COc1ccc2c(c1)sc(N)[n+]2Cc1cc(C)cc2cccnc12
  5.8	5.1	3.4	-2.5	-1.5	-0.2	0.0	-4.0	-1.4	-18.4

From PubChem BioAssay
